APP 5'UTR act – APP 5'UTR luciferase reporter activation. hit rate 1% among 190,000. activation, % at 2 µM. SH-SY5Y APP 5'UTR luciferase reporter, luminescence; zero percent = DMSO vehicle wells. AID 1276;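 active means activation above a set limit, based on mean plus 3 SD of controls, cut at about 140% in these data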; further: values of inactives mirror those of a sister screen read the other way
STAT1 inh – STAT1 signaling inhibition; NIH 3T3 STAT1-luciferase reporter, IFN-gamma, luminescence; inhibition, % at 5.5 µM; hit rate 0.35% among 200,000;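 active means inhibition above a set limit, the mean inhibition across all tested compounds plus 3 SD, cut at about 34% in these data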;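 further: 0% = IFN-gamma with DMSO and 100% = IFN-gamma with 300 µM nifuroxazide; values of inactives mirror those of a sister screen read the other way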
RAM inhibit – inhibitors of the yeast RAM network; inhibition, % at 50 µM; hit rate 1.8% among 190,000; AID 868; S. cerevisiae dse1pr::URA3 reporter, 5-FOA growth OD615, 2 d; analog-sensitive cbk1-as2 kinase mutant strain;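 active means inhibition above a set limit, 3 SD over mean compound inhibition, cut at about 8.4% in these data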;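 further: 0% = DMSO-only wells with no growth and 100% = 10 µM 1-NA-PP1 full growth; inhibition rescues growth on 5-FOA so higher OD means more RAM inhibition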
STAT1 act – activators of IFN-gamma induced STAT1 signaling. NIH 3T3 STAT1-luciferase reporter, luminescence; 100% = IFN-gamma alone, no compound. AID 932. hit rate 2.6% among 200,000. activation (% of control), % at 5.5 µM;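 active means activation above the screen-wide mean activation plus 3 SD, cut at about 130% in these data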;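 further: raw ratio to IFN-gamma control signal so 100% means no change and 0% no light; values of inactives mirror those of a sister screen read the other way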
FLuc inh counter – counter-screen for luciferase assay inhibitors: firefly luciferase inhibition. P08659. ATPLite firefly luciferase biochemical luminescence, 10 min. inhibition, % at 10 µM. hit rate 1.5% among 200,000. AID 1006;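 active means inhibition above about 50% when tested at 10 µM, limit read from the data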
Target sequence (P08659 whole entry, looked up): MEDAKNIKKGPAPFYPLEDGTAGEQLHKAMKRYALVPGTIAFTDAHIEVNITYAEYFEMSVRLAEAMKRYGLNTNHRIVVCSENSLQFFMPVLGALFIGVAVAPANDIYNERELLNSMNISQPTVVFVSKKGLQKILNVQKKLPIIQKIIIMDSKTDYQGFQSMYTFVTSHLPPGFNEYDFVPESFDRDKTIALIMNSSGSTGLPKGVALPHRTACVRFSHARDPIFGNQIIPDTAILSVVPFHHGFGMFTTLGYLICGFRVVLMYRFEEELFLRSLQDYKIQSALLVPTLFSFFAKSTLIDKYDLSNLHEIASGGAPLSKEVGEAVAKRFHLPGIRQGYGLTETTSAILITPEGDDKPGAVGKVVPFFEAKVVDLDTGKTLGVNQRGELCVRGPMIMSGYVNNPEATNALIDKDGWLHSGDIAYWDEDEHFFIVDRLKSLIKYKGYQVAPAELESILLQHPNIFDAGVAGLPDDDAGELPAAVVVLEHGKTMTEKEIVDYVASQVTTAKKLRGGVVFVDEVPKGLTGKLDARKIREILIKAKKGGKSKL
STAT3 blocker – reduces IL-6 driven STAT3 reporter signal; U3A cells, IL-6 STAT3-luciferase reporter, luminescence; host cell line lacks STAT1; inhibition, % at 5.5 µM; hit rate 0.89% among 190,000; AID 862;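 active means inhibition above the mean inhibition across all screened compounds plus 3 SD, cut at about 44% in these data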;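 further: 0% = DMSO only wells and 100% = 100 µM nifuroxazide control wells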
NF-kB neuron act – raises NF-kB expression in human neuronal cells; NF-kB reporter expression; active compounds read high; fold change at 12.5 µM; hit rate 1.6% among 190,000; AID 1239; in the data active means fold change above about 3.3
Hsp70 activator – switches on Hsp70 transcription. HeLa Hsp70 promoter luciferase reporter, luminescence; scaled: vehicle 0, proteasome-inhibitor control 100%. activation, % at 10 µM. hit rate 0.04% among 200,000. AID 1203;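 active means activation above the mean across all tested compounds plus 3 SD, cutoff set per campaign, cut at about 5.5% in these data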;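 further: 100% = MG132 at 30 µM as the positive control and 0% = DMSO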
APP transl inh – APP translation inhibition | SH-SY5Y APP 5'UTR-luciferase reporter, luminescence | inhibition, % at 2 µM | hit rate 0.82% among 190,000;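 active means inhibition above a set limit, derived from the sample mean plus 3 SD, cut at about 45% in these data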; further: values of inactives mirror those of a sister screen read the other way
STAT3 act – increases IL-6 driven STAT3 reporter signal; U3A cells, IL-6 STAT3-luciferase reporter, luminescence; 100% = signal with IL-6 EC80 alone; activation (% of control), % at 5.6 µM; hit rate 0.91% among 190,000;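 active means activation above the screen-wide mean of compound activation plus 3 SD, cut at about 130% in these data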;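 further: 0% = background luminescence of wells with medium and substrate only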
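Test system: Human STAT1-deficient U3A cells with stable STAT3-luciferase reporter | Also added: Interleukin-6, 33 ng/mL | Timing: Compound pre-incubation 1 h before IL-6, then 6 h stimulation at 37 °C | Technique: Luciferase reporter luminescence | Read-out: Percent of IL-6-only median luminescence | Benchmarks: IL-6-only wells as 100% reference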
* = called active by the depositor; x = no result given.

SMILES	STAT3 blocker	APP transl inh	APP 5'UTR act	RAM inhibit	STAT1 inh	STAT1 act	Hsp70 activator	STAT3 act	FLuc inh counter	NF-kB neuron act
CSCCC(NC(=O)C1CCC(C)CC1)C(=O)NCc1ccco1 (stereo unspecified)	9	7	-7	-0.5	-4	103	-0.1	96	-5	0.91
CCCOc1ccc(Cn2cnc3ccccc32)cc1	48*	2	-2	-1.0	15	87	-0.4	63	0	0.68
NC(=O)C1(N2CCCCC2)CCN(CC(=O)Nc2ccccc2-c2ccccc2)CC1	0	-14	14	1.7	-1	104	0.4	103	2	1.2
Cc1cccc(N2CC(C)Cn3c2nc2c3c(=O)n(CC(=O)OCc3ccccc3)c(=O)n2C)c1 (stereo unspecified)	7	-11	11	1.4	-1	101	-0.1	98	-2	0.41
Cc1cccc(N=c2oc3cc(O)ccc3cc2C(N)=O)c1	6	11	-11	-1.1	-33	130*	-0.1	99	-2	1.9
Cc1ccccc1-c1nc(S(=O)(=O)c2ccc(Cl)cc2)c(NCCN2CCOCC2)o1	3	4	-4	1.9	-6	105	-0.2	98	0	0.86
CCOC(=O)c1cc(-c2ccco2)nc2c1c(C)nn2-c1cccc(Cl)c1	1	-6	6	5.6	3	97	-0.3	108	-8	0.99
O=C1c2cccnc2Oc2ccc(Cl)cc2N1Cc1ccc(F)cc1	4	6	-6	1.9	26	77	-0.2	99	-10	0.78
CN1CCCN(C(=O)C2CCC(C(=O)N3CCCN(C)CC3)CC2)CC1 (stereo unspecified)	-2	-1	1	2.0	-10	110	0.2	101	-6	1.1
O=C(CCCC(=O)N(c1ccc2c(c1)OCCO2)C(C(=O)NC1CCCCC1)c1ccc(F)cc1)Nc1ccccn1 (stereo unspecified)	13	-6	6	4.5	0	100	-0.1	94	-4	1
CC(C)(C)n1nnnc1C(c1cccs1)N(Cc1cccnc1)CC1CCCO1 (stereo unspecified)	-4	-7	7	4.2	0	100	0.5	108	-7	1.1
CCN(CC)CCNC(=O)c1ccc(NC(=O)Cc2ccccc2F)cc1	-1	9	-9	1.3	2	98	-0.1	109	0	1.2
CC(C)OC(=O)CC(=O)CSc1nc2c(cc1C#N)CCCCCC2	-3	7	-7	0.8	-3	102	-0.4	103	-8	1.5
Cn1c(=O)c2c(nc(CN3CCN(CCO)CC3)n2Cc2cccc3ccccc23)n(C)c1=O	8	9	-9	0.7	-6	105	-0.3	97	-3	4.3*
COc1cc2c3nnc(-c4ccc(F)cc4)c-3cn(Cc3ccccc3)c2cc1OC	11	-16	16	4.1	-10	109	0.0	98	-6	1
Cc1nc(N2CCC(C(N)=O)CC2)c2nnn(Cc3ccccc3)c2n1	-3	9	-9	0.3	1	98	0.2	108	-6	1.1
COc1ccccc1N1CCN(c2cc(=O)n(-c3ccccc3Cl)c(=O)[nH]2)CC1	5	5	-5	-0.3	-6	105	-0.1	100	-7	0.92
COc1ccc(OCC(=O)NNC(=O)Cc2coc3cc(OC)ccc23)cc1	-13	10	-10	3.3	-4	104	-0.4	107	2	1
CSc1cccc(NC(=O)c2nnn(Cc3ccccc3)c2N)c1	26	6	-6	1.7	17	84	-0.3	80	-1	1.1
CCOc1ccccc1NC(=O)C1Cc2ccccc2CN1S(C)(=O)=O (stereo unspecified)	-23	2	-3	0.8	6	95	-0.3	121	-7	1.1
Cc1ccc(S(=O)(=O)N2CCCCC2)cc1NC(=O)Nc1ccc(Cl)cc1Cl	-8	-21	21	3.9	4	95	-0.3	111	-2	1
COc1ccc(-c2nnc3ccc(SCC(=O)N4CCCC4)nn23)cc1	21	-4	4	1.5	6	94	-0.2	90	1	0.64
Cc1onc(-c2ccccc2Cl)c1-c1nc(-c2ccccn2)no1	12	10	-10	0.6	-1	101	-0.1	91	4	0.95
O=[N+]([O-])c1cc(S(=O)(=O)N2CCCCC2)ccc1NCCN1CCOCC1	-4	-6	6	1.1	8	94	-0.4	108	-6	1.2
Cc1ccc(OC(C)C(=O)N/N=C/c2ccccn2)cc1 (stereo unspecified)	-4	10	-10	-0.8	-14	113	-0.3	105	-1	1
Cc1ccc(OCC(=O)Nc2ccc(F)cc2)cc1C	10	-20	20	1.0	-3	110	-0.1	93	0	1.1
C=CCOc1ccc(C2C(C(=O)c3ccco3)=C(O)C(=O)N2Cc2cccnc2)cc1 (stereo unspecified)	6	-18	18	-0.7	-6	106	-0.4	97	-1	1.2
Cc1ccc(NC(=O)COC(=O)/C(=C/c2cccs2)c2cccs2)cc1S(=O)(=O)N(C)C	4	-31	31	8.9*	-5	104	-0.2	104	-6	0.7
O=C(NCc1ccccc1)c1ccc(=O)[nH]n1	3	13	-13	-0.5	-3	104	-0.1	103	0	1.1
CN(Cc1cc(=O)n2ccsc2n1)c1ccccc1	5	-4	4	-0.2	-12	110	-0.4	95	-8	1.1
COc1ccc(-n2c(=O)c3ccccc3n(CC(=O)NCc3ccco3)c2=O)cc1	0	-17	17	3.2	-5	104	-0.1	101	-1	1
FC(F)(F)c1cnc(-c2cnc3c(-c4ccc(Cl)cc4)cnn3c2)c(Cl)c1	18	-9	9	5.3	-2	101	-0.3	89	0	1
CC1=NNC(=O)C1C(c1ccc(F)cc1)C(C#N)C#N (stereo unspecified)	4	-15	15	x	6	95	0.0	99	x	x
O=C(c1ccc(N2C(=O)C3CC=C(Cl)CC3C2=O)cc1)N1CCCCC1 (stereo unspecified)	7	-16	16	2.0	5	96	0.9	96	-4	0.92
Nc1cccnc1Sc1ccc(Cl)cc1	2	-12	12	-0.8	3	97	-0.2	102	-6	1.8
COC(=O)c1ccc(COc2ncnc3sccc23)cc1	8	5	-5	0.2	-2	100	-0.3	100	-5	0.93
Cc1ccc2nc(C3CCN(CC(=O)N4CCCCCC4)CC3)[nH]c2c1	2	16	-16	1.5	-4	104	-0.1	101	-2	0.96
CCOc1ccc(OCC)c(NC(=O)CN(C)S(=O)(=O)c2cccc3nsnc23)c1	7	-7	7	0.6	8	92	0.1	98	-4	0.6
COc1ccc(CN2CCN(S(=O)(=O)c3ccc(NC(C)=O)cc3)CC2)c(OC)c1OC	10	5	-5	0.5	-5	105	-0.2	92	1	1
Cc1ccc(Oc2cc([N+](=O)[O-])cc3c2C(=O)Nc2ccccc2O3)cc1	18	-15	15	4.0	14	87	-0.5	87	1	1.3
CC(=O)c1cccc(NC(=S)NCCC2=CCCCC2)c1	30	x	x	2.1	10	91	-0.2	80	-7	1.1
Cc1cc(OCC(O)CNC(C)(C)C)ccc1Cl (stereo unspecified)	0	12	-12	5.4	0	101	-0.4	101	0	1.4
CCOc1ccc(C2C(C#N)=C(N)SC(N)=C2C#N)cc1OC	-4	-1	1	-0.8	1	101	-0.2	107	-4	0.86
COc1ccc(OC)c(NC(=O)CSc2nnc(Cc3cccn3C)n2-c2ccc(F)cc2)c1	-1	-1	1	3.8	5	96	-0.2	105	-4	0.89
Cc1ccc(-c2cc(C(=O)NCC3CCCO3)c3ccccc3n2)cc1C (stereo unspecified)	-4	-1	1	0.8	-22	119	-0.3	104	28	1.1
O=[N+]([O-])c1cccnc1N1CCN(c2ccc(F)cc2)CC1	18	-5	5	-0.4	-1	100	-0.5	86	-8	1.3
COc1ccc2c(c1)C(NC(=O)C(F)(F)F)CC2=O (stereo unspecified)	-2	9	-9	0.3	-8	107	-0.4	106	-2	0.89
Cc1onc(-c2ccccc2Cl)c1C(=O)Nc1cccnc1	-4	-5	5	-0.9	-5	103	0.2	105	1	1.1
Cc1ccccc1N=C1NC(=O)CS1	9	8	-8	0.9	2	98	0.0	98	0	1.1
COc1ccccc1NS(=O)(=O)CC12CCC(CC1=O)C2(C)C (stereo unspecified)	0	-4	4	0.9	5	95	-0.4	105	-2	0.93
O=C1c2ccccc2C(=O)N1CCN1CCCCC1	6	5	-5	0.5	8	92	0.1	98	-4	1.1
O=C(NC1CCCCC1)c1cccc(Cn2cc(Cl)cn2)c1	3	15	-15	1.4	6	94	-0.4	103	-8	1.3
O=C(C1CC1)N1N=C2CCCCC2C1(O)C(F)(F)F (stereo unspecified)	12	-20	20	0.4	3	97	0.1	100	-8	0.92
O=C1CCC(c2ccccc2)N1C(=O)c1cccnc1 (stereo unspecified)	14	-13	13	1.7	9	92	-0.1	90	-3	1.6
CCOC(=O)c1cnc2c(C#N)c(C)nn2c1C	11	-13	13	1.6	5	95	-0.2	94	-4	1.2
C=CCn1c(SCC(N)=O)nnc1-c1cc2c(s1)CCC(CC)C2 (stereo unspecified)	-6	-45	45	1.0	-24	121	0.2	107	14	1.8
CC(=O)Nc1ccc(C(=O)Nc2nc(-c3cc(C)n(Cc4ccccc4)c3C)cs2)cc1	6	-6	6	3.9	-7	106	-0.1	98	0	0.82
NC(=O)C1CCN(C(=O)CSCc2ccccc2Cl)CC1	3	-3	3	1.1	-14	113	-0.2	101	-1	1.2
CCOC(=O)CCCNC(=O)CSc1nc2ccc(OCC)cc2[nH]1	1	3	-3	-0.6	-4	104	0.0	101	-5	1.1
O=C(c1ccco1)c1cn(CC(=O)N2CCCc3ccccc32)c2ccccc12	3	-4	4	5.0	0	100	-0.3	100	1	0.68

(continued)
SMILES	STAT3 blocker	APP transl inh	APP 5'UTR act	RAM inhibit	STAT1 inh	STAT1 act	Hsp70 activator	STAT3 act	FLuc inh counter	NF-kB neuron act
CCn1c(COc2ccccc2C)nnc1SCC(=O)CC(=O)Nc1ccccc1OC	-11	0	0	3.1	-2	102	-0.3	114	-4	1.2
CCNS(=O)(=O)c1ccc(NC(=O)c2ccc(Cn3cc([N+](=O)[O-])cn3)o2)cc1	2	-10	10	0.9	-3	101	0.5	102	1	1
CC(C)C(=O)Nc1ccccc1Cc1ccccc1	5	-21	21	1.9	1	97	-0.1	104	-6	1.1
O=C(COC(=O)c1ccccc1OCC(=O)Nc1ccc(Br)cc1)Nc1ccccc1	10	10	-10	2.2	5	95	-0.2	92	-3	1.1
CCC1(CC)NC(=O)N(CC(=O)OCC(=O)Nc2ccccc2[N+](=O)[O-])C1=O	4	-24	24	0.7	1	97	-0.3	101	3	x
COc1ccc2[nH]cc(CCNS(=O)(=O)Cc3ccccc3)c2c1	-1	11	-11	1.5	-6	104	-0.3	104	6	0.85
Cc1sc2nc(SCC(=O)N(C)C)[nH]c(=O)c2c1C	2	1	-1	4.4	-4	105	-0.1	101	-3	1.4
CCOC(=O)N1CCC(N(CCN(C)C)C(=S)Nc2cc(C)ccc2C)CC1	3	-12	12	1.6	-2	102	-0.4	100	1	1.1
CC(NC(=S)Nc1ccc(OC(F)F)c(Cl)c1)C(C)(C)C (stereo unspecified)	-1	-15	15	-0.1	1	98	0.6	106	0	0.84
COC(=O)CNc1nc(C2CC2)nc2c1nnn2Cc1ccccc1Cl	-4	-2	2	4.1	5	95	-0.3	108	-5	1.1

Bioassay records from PubChem BioAssay.
